H37Rv inhibition = M. tuberculosis growth inhibition, HTS (AID 449762); M. tuberculosis H37Rv growth inhibition, 7H9 media; higher % means a stronger effect; one-dose inhibition, % at 25 µM; IC50 in µM for titrated hits; 330,000 tested, 0.59% active; in the data active means a potency from the dose series; inconclusive means inhibition above about 70% without an active follow-up result;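 further: bacterial growth assessed after seven days of incubation; strong numbers were not always called active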
influenza NS1A = NS1A inhibition, H1N1 influenza, cell based functional assay (AID 504329) | NS1A functional cell-based assay, percent inhibition; higher % means a stronger effect | one-dose inhibition, % at 12.5 µM; IC50 in µM for titrated hits | 340,000 tested, 0.3% active; in the data active means a potency from the dose series; inconclusive means inhibition above about 27% without an active follow-up result; further: strong numbers were not always called active
tuberculosis growth = growth inhibition of non-replicating M. tuberculosis (AID 488890); Mycobacterium tuberculosis non-replicating, growth inhibition; higher % means a stronger effect; inhibition, % at 25 µM; hits with a dose series show IC50 in µM; 320,000 tested, 0.39% active; in the data active means a potency from the dose series; inconclusive means inhibition mostly from about 82% at the one dose, without a potency; inactive means the rest, 99 in 100 with inhibition below about 76%;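 further: plate controls were DMSO cells for no effect and high antibiotic wells for full effect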
VEEV TC-83 Vero = inhibitors of VEEV TC-83 cytopathic effect, confirmation, Vero cells (AID 588727); one-dose inhibition, % at 20 µM; IC50 in µM for titrated hits; 350,000 tested, 0.13% active; Vero cells, VEEV TC-83 cytopathic effect inhibition; higher % means a stronger effect; in the data active means a potency from the dose series; inconclusive means inhibition mostly from about 14% at the one dose, without a potency; inactive means the rest, 99 in 100 with inhibition below about 12%; further: strong numbers were not always called active
PhoP GFP inhibition = PhoP regulon inhibitors, Salmonella typhi PhoP promoter GFP reporter, confirmatory (AID 1850). Salmonella Typhi PhoP-promoter GFP reporter, fluorescence, 4 h; higher % means a stronger effect. one-dose inhibition, % at 50 µM; IC50 in µM for titrated hits. 310,000 tested, 0.33% active; in the data active means a potency from the dose series; inconclusive means inhibition mostly from about 25% at the one dose, without a potency; inactive means the rest, 99 in 100 with inhibition below about 19%;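 further: 0% = induced wells with vehicle and 100% = uninduced wells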
VEEV TC-83 Vero 10K pilot screen = recorded beside VEEV TC-83 Vero, whose call it bears; inhibition, %; measured here: 10K pilot screen inhibition
* marks the source's active call; other numbers are inactive results; i = inactive; u = inconclusive; x = no result given.

SMILES	H37Rv inhibition	influenza NS1A	tuberculosis growth	VEEV TC-83 Vero	PhoP GFP inhibition	others
CCOC(=O)c1cccc(NC(=O)/C=C/c2ccc([N+](=O)[O-])cc2)c1	7%	-10%	65%	7.8%	1%
Cc1ccc(-c2nn(-c3ccc(F)cc3)cc2C(=O)NCC2CCCO2)cc1 (configuration not stated)	59%	3%	2%	8.3%	2%
CS(=O)(=O)Nc1ccc(Br)cc1C(=O)c1ccccc1	-9%	-6%	-6%	1.0%	14%
CC(=O)c1cccc(NC(=O)c2ccc(C(=O)Nc3cccc(C(C)=O)c3)nc2)c1	6%	-2%	16%	1.0%	-31%
COc1ccccc1NC(=O)c1cc(-c2ccc(C)o2)nc2ccccc12	5%	-6%	-2%	2.7%	14%
CC(=O)c1ccc(NC(=S)Nc2cccc3ccccc23)cc1	3%	-10%	66%	7.2%	-5%
CC(=O)Nc1ccc(S(=O)(=O)NCc2ccc(C)cc2)cc1	2%	7%	-7%	1.3%	-7%
COCCNCC(=O)N1CCCCCC1	2%	-9%	2%	0.6%	2%
COc1cccc(-n2c(SCC(=O)Nc3sc4c(c3C(N)=O)CCC4)nc3ccccc3c2=O)c1	1%	-6%	15%	0.1%	3%
COc1ccccc1-c1noc(CCC(=O)NC2CCCCC2)n1	-7%	30%	27%	8.8%	-5%
CCNc1c(N)c(=O)oc2ccccc12	3%	-3%	-7%	11%	1%
COc1cc(/C=N/Nc2ccc(F)cc2F)cc(OC)c1OC	u	-12%	59%	1.2%	-9%
Cc1ccc(S(=O)(=O)N2CCN(C(=O)COC(=O)c3nc(Cl)ccc3Cl)CC2)c(C)c1	x	-4%	x	2.5%	x
N#C/C(=C\N1CCCCC1)S(=O)(=O)c1ccc(Cl)cc1	-1%	x	7%	i	-16%
COc1ccc2[nH]cc(CCNC(C)=O)c2c1	13%	3%	2%	1.9%	-5%
CCCCn1c(=NC(=O)c2ccco2)c(C(=O)OCC)cc2c(=O)n3cccc(C)c3nc21	0%	2%	23%	u	11%
N#CC1=C(N)C(C#N)(C#N)C(c2ccc[nH]2)C2CCCC=C12 (configuration not stated)	-2%	5%	7%	0.6%	-18%
Cc1cccc(OCCCC(=O)NCC(=O)Nc2cccc(C)c2C)c1	3%	-1%	15%	i	5%
O=C(NCC1CCCO1)c1ccccc1OCc1ccc(Cl)cc1 (configuration not stated)	17%	-21%	20%	i	4%
CCOc1ccc2[nH]cc(C(=O)NCCc3ccccc3)c(=O)c2c1	8%	3%	31%	9.3%	-4%
CC(=O)NCC(=O)NNC1CC(=O)N(c2cccc(Cl)c2)C1=O (configuration not stated)	-12%	0%	-18%	i	-2%
Cc1nnc(NN)n(N)c1=O	3%	x	0%	2.9%	0%
CC(C)c1ccc(-c2csc3ncnc(N4CCN(C)CC4)c23)cc1	7%	-7%	19%	3.4%	-4%
Cc1[nH]c(=O)c(S(=O)(=O)c2ccccc2)c(C)c1Cl	-1%	-1%	7%	0.1%	-6%
COc1cccc(CNC(=O)CCCSc2ccccc2)c1	-5%	6%	37%	i	1%

Other compounds
SMILES	H37Rv inhibition	influenza NS1A	tuberculosis growth	VEEV TC-83 Vero	PhoP GFP inhibition	others
CC(C)[C@H](NC(=O)c1ccccc1Cl)C(=O)OCC(=O)Nc1ccc(S(=O)(=O)N2CCOCC2)cc1	1%	2%	9%	i	x
CN(C)S(=O)(=O)c1ccc(Cl)c(NC(=O)COc2ccccc2[N+](=O)[O-])c1	11%	28%	-3%	0.5%	-4%
O=C(NC1CCCCC1)C(c1ccco1)N(C(=O)c1csnn1)c1cccc(Cl)c1 (configuration not stated)	2%	8%	12%	i	5%
O=C(OC1CCOC1=O)c1cc(-c2ccccc2)nc2ccccc12 (configuration not stated)	-11%	-2%	1%	2.3%	-11%
CC(C)(C)Nc1c(N)c(=O)oc2ccccc12	2%	-9%	5%	i	-9%
CC(C)(CC(=O)O)CC(=O)N1CCN(c2nc3ccc(Cl)cc3s2)CC1	-2%	-18%	16%	i	-1%
COc1cccc(C(=O)/C=C/c2ccc(OCC#N)c(OC)c2)c1	u	1%	75%	1.4%	-6%
O=C(N1CCOCC1)N1CCC(c2nc(-c3ccc(S(=O)(=O)N4CCOCC4)cc3)no2)CC1	-1%	-9%	-2%	i	-13%
Cc1nn(Cc2c(F)c(F)c(F)c(F)c2F)c(C)c1NC(=O)c1cccc(COc2ccccc2Cl)c1	-3%	1%	34%	i	0%
COc1ccc(CC(=O)NCC2(c3ccc(OC)c(OC)c3)CCOCC2)cc1	-10%	11%	4%	0.3%	-6%
O=S(=O)(NCCN1CCOCC1)c1cc(Cl)ccc1Cl	-4%	-2%	11%	i	-3%
O=C(O)/C=C/C(=O)Nc1ccccc1-c1ccccc1NC(=O)/C=C/C(=O)O	3%	19%	-20%	i	-6%
O=c1[nH]c2ccc(S(=O)(=O)N3CCN(c4ccccc4F)CC3)cc2s1	-8%	5%	12%	1.9%	-4%
COc1ccc(NC(=O)c2ccc(NC(=O)COC(=O)CC(NC(=O)c3ccccc3Cl)c3ccccc3)cc2)cc1 (configuration not stated)	-11%	-6%	-6%	i	-7%
Cc1c(Cl)cccc1NC(=O)CCN1CCCC(C)C1 (configuration not stated)	-11%	1%	-4%	0.5%	-9%
CSc1ccccc1OCc1cc(C(=O)N2CCc3c(Cl)cccc3C2)no1	0%	-6%	7%	3.1%	7%
CC1CC1C(=O)OCC(=O)Nc1ccc(N=Nc2ccccc2)cc1 (configuration not stated)	14%	-9%	74%	1.0%	-6%
CN1C(=O)C(=Cc2ccccc2Oc2ccc(Cl)c(F)c2)C(=O)N(C)C1=O	-2%	-12%	6%	0.3%	7%
COc1ccc(NC(=O)CN2CCC(Cc3ccccc3)CC2)cc1S(=O)(=O)N1CCOCC1	-2%	1%	17%	0.3%	5%
Cc1ccc(-n2nnnc2SCC(=O)Nc2sc(C)c(C)c2C#N)cc1C	-10%	-1%	25%	i	17%
COc1ccc(C(=O)N/N=C/c2cc(Br)ccc2O)cc1OC	-4%	-6%	70%	10%	-7%
CCOc1ccc(N2Cc3ncccc3C2=O)cc1	-5%	0%	9%	i	1%
COc1ccc(OC)c(NC(=O)Cn2cc(C=O)c3ccccc32)c1	-8%	-8%	13%	0.5%	9%
Cc1onc(C(=O)Nc2sc3c(c2C(N)=O)CCCC3)c1[N+](=O)[O-]	7%	17%	68%	2.1%	2%
CCOC(=O)c1cc(-c2ccccc2)sc1NC(=O)CC	11%	-2%	-12%	i	0%

Three compounds out of the list, ordered by heavy-atom count, largest number first:
SMILES	H37Rv inhibition	influenza NS1A	tuberculosis growth	VEEV TC-83 Vero	PhoP GFP inhibition	others
O=C(NC1CCCCC1)C(c1ccco1)N(C(=O)c1csnn1)c1cccc(Cl)c1 (configuration not stated)	2%	8%	12%	i	5%
CN(C)S(=O)(=O)c1ccc(Cl)c(NC(=O)COc2ccccc2[N+](=O)[O-])c1	11%	28%	-3%	0.5%	-4%
Cc1onc(C(=O)Nc2sc3c(c2C(N)=O)CCCC3)c1[N+](=O)[O-]	7%	17%	68%	2.1%	2%

Other results
SMILES	H37Rv inhibition	influenza NS1A	tuberculosis growth	VEEV TC-83 Vero	PhoP GFP inhibition	others
CCOc1cccc(N2C(=O)CC(NCc3ccc(S(N)(=O)=O)cc3)C2=O)c1 (configuration not stated)	-2%	-2%	-1%	i	-3%
Cn1cccc1C(=O)NC(=O)COC(=O)Cc1coc2ccc3ccccc3c12	2%	12%	49%	2.3%	-3%
CN1C(=O)C2(c3ccccc31)c1c(oc3ccccc3c1=O)C(=O)N2CCO (configuration not stated)	-2%	7%	-1%	i	-3%
CCNC(=S)N(CCCO)Cc1cc2cc3c(cc2[nH]c1=O)OCCO3	-9%	23%	-3%	1.5%	-1%
NC(=O)c1ccccc1N/C=C/C(=O)c1ccco1	-1%	-8%	x	6.5%	u
Cc1nnc(SCc2cc(=O)oc3cc(O)ccc23)n1Cc1ccccc1	8%	-3%	-12%	4.1%	-6%
CCN(CC)S(=O)(=O)c1ccc(C(=O)N2CCN(C3=NS(=O)(=O)c4ccccc43)CC2)cc1	-9%	19%	2%	9.3%	-1%
Cc1ccc(N(O)C(=O)OCCNC(=O)Nc2ccccc2)cc1	2%	1%	18%	1.2%	10%
Cc1cc(=O)oc2c(C)c(OCC(=O)NCCCN3CCOCC3)ccc12	7%	0%	-16%	0.8%	1%
COc1cc(C(C(=O)NC(C)(C)C)N(C(=O)CNC(=O)c2cccs2)c2ccccc2)cc(OC)c1OC (configuration not stated)	4%	-5%	0%	i	-6%
CN1CCN(C(=O)COc2ccc(S(=O)(=O)Nc3ccc(F)cc3)cc2)CC1	6%	-5%	3%	2.7%	2%
Cc1ccc(S(=O)(=O)N(C)C)cc1NC(=O)COC(=O)COc1ccccc1[N+](=O)[O-]	11%	9%	16%	2.1%	-19%
O=C(c1ccccc1)c1ccncc1	-6%	12%	-4%	1.1%	1%
CCn1c(SCC(=O)Nc2nc(C)cs2)nnc1-c1ccco1	-4%	2%	4%	7.6%	-9%
O=C(CSc1n[nH]c(-c2ccncc2)n1)Nc1ccc(Cl)c(Cl)c1	24%	-15%	15%	2.0%	7%
CC(=O)c1c(C)[nH]c(C(=O)CN2CCN(S(=O)(=O)c3ccccc3[N+](=O)[O-])CC2)c1C	-2%	4%	-1%	0.3%	x
Cc1ccc2[nH]c(C)c(CCNCc3cccnc3)c2c1	-8%	10%	65%	i	2%
Cc1cc(NCCN(C)C)n2nc(-c3cccs3)cc2n1	-3%	6%	2%	i	-13%
O=C1CSC(c2cccc([N+](=O)[O-])c2)N1CCN1CCCCC1 (configuration not stated)	0%	4%	6%	0.3%	-8%
CCCC(=O)N1CCc2cc(OC)c(OC)cc2C1c1cc2cc3c(cc2[nH]c1=O)OCO3 (configuration not stated)	2%	3%	13%	0.7%	-11%
Cc1cc(NC(=O)COC(=O)C2CCC2)no1	0%	10%	2%	0.7%	-3%
O=S(=O)(c1ccccc1)N(Cc1cccc(F)c1)c1ccccc1	13%	0%	25%	0.0%	-1%
COc1ccc(C(=O)N2CCCC(Nc3ccc(C(C)C)cc3)C2)c(OC)n1 (configuration not stated)	-16%	-5%	9%	0.7%	-12%
COc1ccc2cc(/C=N/NC(=O)c3ccc(CN(c4cccc(Cl)c4Cl)S(C)(=O)=O)cc3)c(Cl)nc2c1	70%	-5%	63%	2.4%	-5%	VEEV TC-83 Vero 10K pilot screen=6.3
CCc1nc2ccccc2n1CC(=O)Nc1cc(C)on1	1%	2%	-1%	i	3%

Random excerpt: 5 compounds from above.
SMILES	H37Rv inhibition	influenza NS1A	tuberculosis growth	VEEV TC-83 Vero	PhoP GFP inhibition	others
COc1ccc(C(=O)N2CCCC(Nc3ccc(C(C)C)cc3)C2)c(OC)n1 (configuration not stated)	-16%	-5%	9%	0.7%	-12%
CC1CC1C(=O)OCC(=O)Nc1ccc(N=Nc2ccccc2)cc1 (configuration not stated)	14%	-9%	74%	1.0%	-6%
CN1C(=O)C2(c3ccccc31)c1c(oc3ccccc3c1=O)C(=O)N2CCO (configuration not stated)	-2%	7%	-1%	i	-3%
Cc1ccc(-c2nn(-c3ccc(F)cc3)cc2C(=O)NCC2CCCO2)cc1 (configuration not stated)	59%	3%	2%	8.3%	2%
CC(=O)c1cccc(NC(=O)c2ccc(C(=O)Nc3cccc(C(C)=O)c3)nc2)c1	6%	-2%	16%	1.0%	-31%

Additional structures.
SMILES	H37Rv inhibition	influenza NS1A	tuberculosis growth	VEEV TC-83 Vero	PhoP GFP inhibition	others
CC(C)c1nc2cc(Cl)ccc2n(Cc2ccccc2)c1=O	-5%	-8%	8%	4.7%	6%
C=CCNS(=O)(=O)c1ccc(OC)c(C)c1	-5%	-3%	-10%	1.0%	9%
CC(=O)Nc1cccc(C(=O)OCc2csc(CC(=O)Nc3ccccc3C)n2)c1	13%	-5%	50%	0.9%	x
OCC1OC(n2cnc3ccccc32)CC1O (configuration not stated)	-3%	-20%	-16%	i	1%
O=C(CC(c1ccccc1)c1ccco1)N1CCCCC1 (configuration not stated)	-4%	7%	22%	i	11%
CC(=O)Nc1ccc(/C=N/N2CCCCC2)cc1	-6%	2%	-6%	0.9%	4%
COc1ccc(CN2CCN(C(=O)Cc3ccccc3)CC2)cc1Br	4%	-7%	-12%	1.1%	-3%
O=C(NC1CCCC1)c1ccc(COc2ccccc2Br)o1	0%	4%	61%	7.5%	-7%
Cc1ccccc1C1C(C#N)=C2N=C(N)c3c(sc4c3CCCCC4)N2C2=C1C(=O)CCC2 (configuration not stated)	-3%	15%	23%	5.1%	-12%

A portion from the list above, as a working copy:
SMILES	H37Rv inhibition	influenza NS1A	tuberculosis growth	VEEV TC-83 Vero	PhoP GFP inhibition	others
CC(C)c1nc2cc(Cl)ccc2n(Cc2ccccc2)c1=O	-5%	-8%	8%	4.7%	6%
C=CCNS(=O)(=O)c1ccc(OC)c(C)c1	-5%	-3%	-10%	1.0%	9%

The order is random; overall some 1.4% were active at least once.
